Screening data (PubChem)
ABCB1 inh – blocks JC-1 efflux by human ABCB1 transporter; AID 1326; P08183; 0.067% of 190,000 active; inhibition, % at 6.6 µM; CCRF-Adr cells, flow cytometry; in the data active means inhibition above about 40%;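 further: 0% = vehicle and 100% = reference inhibitor; higher value means more JC-1 retained so stronger ABCB1 efflux block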
Mcl1-Bid inh – Mcl-1/Bid interaction inhibition | TR-FRET Mcl-1/Bid-Dy647 peptide binding, 1536-well | inhibition, % at 21.7 µM | 0.97% of 220,000 active | AID 1021;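 active means compounds that cut the binding signal by more than half at the single screening dose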;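 further: His-tagged Mcl-1 with europium anti-His antibody binding Bid BH3 peptide; 0% = Mcl-1 plus peptide wells and 100% = peptide-only wells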
RGS7-Gao reg – human RGS7-Galphao interaction regulation; P09471; Multiplexed bead flow cytometry, RGS7-Galphao binding; actives lie on both sides; binding response (% of control), % at 10 µM; 0.35% of 220,000 active; in the data active means binding response below about 49% or above about 150%; inconclusive means no clear call, values can overlap the other calls; inactive means in between;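 further: fluorescent Galphao held in activated GDP-AlF4 state binding bead-coupled RGS7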
Target sequence (P09471 whole entry, looked up): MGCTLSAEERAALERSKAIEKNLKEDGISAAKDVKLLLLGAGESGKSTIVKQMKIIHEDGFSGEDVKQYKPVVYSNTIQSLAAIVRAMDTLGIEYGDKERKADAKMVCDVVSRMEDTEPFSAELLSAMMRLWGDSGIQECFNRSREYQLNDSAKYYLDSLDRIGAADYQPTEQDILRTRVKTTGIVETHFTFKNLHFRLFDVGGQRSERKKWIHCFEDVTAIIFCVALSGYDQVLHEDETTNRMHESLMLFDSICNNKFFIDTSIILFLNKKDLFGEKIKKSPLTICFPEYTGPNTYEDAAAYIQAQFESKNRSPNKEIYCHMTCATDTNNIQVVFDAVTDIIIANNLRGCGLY
Mcl1 Noxa PPI – disrupts binding of human Mcl-1 to Noxa peptide; inhibition, % at 21.7 µM; 1.5% of 220,000 active; Q07820; TR-FRET Mcl-1/Noxa peptide binding, 2 h; AID 1022;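 active means compounds that cut the protein-peptide binding signal by more than 50% relative to plate controls in a single-dose test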;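 further: His-tagged Mcl-1 with rhodamine Noxa BH3 peptide and terbium anti-His antibody; 0% = Mcl-1 plus Noxa peptide wells and 100% = peptide-only wells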
RGS8-Gao – regulators of human RGS8-Galphao interaction. P09471. multiplexed bead flow cytometry, RGS8-Galphao binding; actives lie on both sides. response (percent of control binding), % at 10 µM. 0.34% of 220,000 active. AID 1423; in the data active means response below about 60% or above about 140%; inactive means in between;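 further: Galphao activated as the GDP aluminium fluoride complex binding bead-coupled RGS8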
RGS4-Gao reg – human RGS4-Galphao interaction regulation; 0.33% of 220,000 active; binding response (% of control), % at 10 µM; AID 1415; Multiplexed bead flow cytometry, RGS4-Galphao binding; actives lie on both sides; P09471; in the data active means binding response below about 49% or above about 150%; inactive means in between;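 further: fluorescent Galphao activated with aluminum fluoride binding bead-coupled RGS4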
Pf gamet viab – P. falciparum stage V gametocyte viability inhibition; P. falciparum stage V gametocytes, ATP luminescence, 24 h; AID 743093; inhibition, % at 10.9 µM; 0.065% of 150,000 active;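 active means inhibition above the mean plus 3 SD of compounds within the control limits, set per campaign, cut at about 38% in these data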;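 further: 0% = DMSO wells and 100% = medium only without gametocytes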
Mcl-1 Bim block – disrupts Bim peptide binding to human Mcl-1; Q07820; Bead-based flow cytometry, Bim peptide-Mcl-1 binding; inhibition, % at 10 µM; 0.1% of 190,000 active; AID 1009; in the data active means inhibition above about 40%;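 further: 0% = no compound tracer wells and 100% = peptide blocker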
GSH bead fluor – GSH bead compound fluorescence profile; 0.25% of 190,000 active; GSH beads flow cytometry, compound fluorescence 488/530 nm; stronger effect = higher value; fluorescence (KMESF) at 10 µM; AID 1776; in the data active means fluorescence above about 89;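 further: glutathione beads carrying GST-tagged Bcl family fusion proteins plus one bare bead set; values are compound well signal with DMSO vehicle wells as background; inactives centre near 16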
Avidin bead fluor – avidin bead compound fluorescence profile; fluorescence (KMESF) at 10 µM; Avidin beads, compound fluorescence 488/530 nm, flow cytometry; stronger effect = higher value; 0.38% of 220,000 active; in the data active means fluorescence above about 47; further: inactives centre near 10
ABCG2 inh – inhibitors of human ABCG2 transporter, ABCB1 counter-screen; inhibition, % at 6.6 µM; 0.1% of 190,000 active; IgMXP3 cells, JC-1 efflux, flow cytometry;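 active means inhibition above 80%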;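 further: 0% = DMSO and 100% = nicardipine control wells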
Target sequence (Q9UNQ0 whole entry, looked up): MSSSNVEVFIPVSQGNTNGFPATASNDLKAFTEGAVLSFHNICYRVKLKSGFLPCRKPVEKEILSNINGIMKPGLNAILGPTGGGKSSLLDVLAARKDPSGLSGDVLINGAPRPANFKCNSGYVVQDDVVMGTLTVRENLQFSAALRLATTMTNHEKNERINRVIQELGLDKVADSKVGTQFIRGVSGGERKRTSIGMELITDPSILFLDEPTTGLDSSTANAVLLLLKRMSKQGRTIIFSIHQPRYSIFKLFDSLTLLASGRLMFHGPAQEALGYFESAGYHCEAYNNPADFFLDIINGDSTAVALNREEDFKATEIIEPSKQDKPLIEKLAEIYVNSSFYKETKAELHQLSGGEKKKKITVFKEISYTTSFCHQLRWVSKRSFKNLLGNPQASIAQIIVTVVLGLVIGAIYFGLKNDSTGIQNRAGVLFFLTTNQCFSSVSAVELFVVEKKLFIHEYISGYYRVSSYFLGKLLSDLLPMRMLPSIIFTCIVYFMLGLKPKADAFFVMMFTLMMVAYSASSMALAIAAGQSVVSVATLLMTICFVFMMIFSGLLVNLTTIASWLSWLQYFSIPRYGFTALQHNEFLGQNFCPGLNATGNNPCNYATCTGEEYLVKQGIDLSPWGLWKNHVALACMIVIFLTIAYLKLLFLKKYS
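material = IgMXP3 (ABCG2) plus far-red-tagged CCRF-Adr (ABCB1) cells | amount = 3 million cells/mL, equal mix of both lines | also added = JC-1 transporter substrate | dosing = one concentration, 6.6 µM final | schedule = 10 min at 25 °C | measured by = flow cytometric JC-1 green MFI at 530 nm | read-out basis = percent efflux inhibition, scaled nicardipine 100% to DMSO 0%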
Active calls of the source: *; ? = inconclusive; nt = no result given.

Results follow in this order: ABCB1 inh, Mcl1-Bid inh, RGS7-Gao reg, Mcl1 Noxa PPI, RGS8-Gao, RGS4-Gao reg, Pf gamet viab, Mcl-1 Bim block, GSH bead fluor, Avidin bead fluor, ABCG2 inh
CCc1nnc(NC(=O)CSc2nc(C)c3c(c2C#N)CCCC3)s1
    0.6, -23, 100, -1, 102, 100, nt, -2, 10, 37, 4
COCCCNC(=O)Cn1cc2c(n1)CCC(C)C2 (stereo not given)
    0.9, -3, 100, 1, 103, 104, nt, 0, 13, 27, 7
Cc1nnc(SCc2ccc(C(=O)O)cc2)s1
    0.5, 4, 100, 7, 100, 97, nt, -1, 31, 25, -1
Cc1nc2ccccc2c(=O)n1NC(=O)C1CCCCC1
    1.1, -6, 91, nt, 92, 96, nt, 7, 31, 9, 5
N#CC1=C(N)OC2=C(CC/C2=C\c2ccccc2)C1c1ccccc1 (stereo not given)
    3.4, -9, 104, -5, 99, 102, nt, -7, 17, 40, 10
CC1=C(C(=O)OCc2ccccc2)C(c2cccs2)N2C(=O)CCSC2=N1 (stereo not given)
    1.1, -11, 108, 8, 103, 103, 22, 0, 22, 4, 2
COc1ccc(-c2cc(C(=O)O)c3ccccc3n2)c(OC)c1
    0.1, -13, 100, 11, 102, 103, 0, 2, 27, 6, 0
Fc1ccc(-c2cc3nc4c(c(N5CCOCC5)n3n2)CCCC4)cc1
    1.9, -14, 100, 8, 101, 99, -63, -5, 15, 34, 7
CCOC(=O)c1csc(NC(=O)c2ccc(OCC)cc2)n1
    -0.2, -18, ?, -14, 98, 97, -22, -3, 18, 9, 0
COC(=O)c1c(NC(=O)COC(=O)[C@@H](NS(=O)(=O)c2ccccc2)C(C)C)sc2c1CCC2
    2.0, -34, 101, -12, 103, 100, 3, -6, 9, 7, 11
COC(=O)c1cc(NC(=O)Cc2ccccc2[N+](=O)[O-])ccc1Cl
    0.4, -5, 97, 23, 98, 98, -16, -4, 18, 7, 4
Cc1sc2nc(CN3CCN(S(=O)(=O)c4cccc5nonc45)CC3)[nH]c(=O)c2c1C
    0.9, -3, 100, -17, 102, 99, 20, 1, 24, 27, 6
C[C@@]12CCC=C[C@H]1[C@H](c1ccc(F)c(/C=C/c3ccccc3)c1)N(Cc1ccccc1)C2=O
    nt, -54, ?, 4, 103, 102, nt, nt, nt, 9, nt
COc1ccc(Cl)cc1NC(=O)N(C)Cc1c(C)nn(C)c1C
    0.9, -20, 104, 3, 101, 103, nt, 3, 37, 15, 2
COc1cc(-c2cc3nc(C)c(C)c(=O)n3[nH]2)cc(OC)c1OC
    0.3, -32, 92, 33, 99, 92, -3, 6, 14, 11, 1
Cc1c(C(=O)N2CCCCC2)nnn1-c1nonc1N
    0.7, -4, 102, nt, 101, 100, nt, -5, 30, 11, 5
O=C(Nc1ccccc1)N1CCSc2cc(Cl)ccc21
    -1.4, -109, 99, -24, 103, 100, -23, -6, 36, 12, 25
NNC(=O)C1CC(O)CN1S(=O)(=O)c1ccc(Cl)cc1 (stereo not given)
    1.1, 0, 108, 5, 107, 108, -12, 0, 12, 13, 4
Cc1ccc(NC(=O)Nc2ccccc2)c(Br)c1
    0.6, -25, 98, 12, 100, 102, -2, -2, 17, 18, 10
CC1(C)CC2(CCO1)OC(=O)CC2C(=O)Nc1ccccc1Cl (stereo not given)
    0.5, -13, 107, -7, 105, 99, 3, -2, 24, 12, 1

Brought forward from above: 4 compounds, then new ones.
Results follow in this order: ABCB1 inh, Mcl1-Bid inh, RGS7-Gao reg, Mcl1 Noxa PPI, RGS8-Gao, RGS4-Gao reg, Pf gamet viab, Mcl-1 Bim block, GSH bead fluor, Avidin bead fluor, ABCG2 inh
O=C(Nc1ccccc1)N1CCSc2cc(Cl)ccc21
    -1.4, -109, 99, -24, 103, 100, -23, -6, 36, 12, 25
NNC(=O)C1CC(O)CN1S(=O)(=O)c1ccc(Cl)cc1 (stereo not given)
    1.1, 0, 108, 5, 107, 108, -12, 0, 12, 13, 4
Cc1ccc(NC(=O)Nc2ccccc2)c(Br)c1
    0.6, -25, 98, 12, 100, 102, -2, -2, 17, 18, 10
CC1(C)CC2(CCO1)OC(=O)CC2C(=O)Nc1ccccc1Cl (stereo not given)
    0.5, -13, 107, -7, 105, 99, 3, -2, 24, 12, 1
CC(C(=O)c1ccccc1)n1cnc2ccccc2c1=O (stereo not given)
    0.2, 12, 108, 20, 105, 108, nt, -1, 13, 34, 0
Cc1cn(S(=O)(=O)c2ccc(Br)cc2)cn1
    0.1, -8, 101, 12, 101, 103, nt, -2, 11, 18, 0
Cc1cc(C)c(C#N)c(SCC(=O)Nc2ccc(S(=O)(=O)Nc3onc(C)c3C)cc2)n1
    0.1, 23, 104, 36, 104, 105, nt, 0, 24, 7, 0
O=[N+]([O-])c1cccc(-c2ccc(C(=S)N3CCOCC3)o2)c1
    0.1, -78, 80, -5, 87, 94, -4, -4, 17, 3, 1
O=C1C2CC=C(Cl)CC2C(=O)N1CNc1ccccn1 (stereo not given)
    nt, -17, 97, 17, 103, 101, nt, 4, 17, 7, nt
CC(=O)NCCc1cc2ccc(C)c(C)c2[nH]c1=O
    0.1, -14, 103, -10, 101, 101, nt, -3, 16, 6, 0
CCOC(=O)C1CCN(C(=S)Nc2cccc(C)c2C)CC1
    -0.4, -19, 93, 11, 96, 90, -20, -3, 13, 3, 16
CNC(=O)CSc1nnc(-c2cccnc2)n1-c1ccc(C)cc1
    -0.1, -7, 94, -8, 97, 96, 5, 3, 18, 5, 0
O=C(Cc1ccc2cccnc2c1)c1ccc(O)cc1O
    1.7, -31, 102, 13, 102, 102, nt, -4, 27, 6, 9
COc1ccc(C)cc1N(CC(=O)Nc1cccnc1)S(=O)(=O)c1ccc(C)cc1
    1.9, -23, 100, 0, 102, 101, -2, 0, 10, 12, 8
CC1=C/C(=C/N(C)c2ccccc2)C(=O)S1
    0.1, -85, 94, 22, 95, 93, -4, 1, 16, 7, 1
O=C(NCCc1ccccc1)C1CCN(C2CCN(Cc3ccco3)CC2)CC1
    0.0, -42, 105, 8, 104, 104, -7, -2, 13, 7, 1
O=C(c1cccc(C(F)(F)F)c1)c1c[nH]c(C(=O)NCCCN2CCOCC2)c1
    0.4, -12, ?, 7, 101, 103, 20, 0, 13, 14, 3
COc1cccc(CN(C)C(=O)CCc2nnc(-c3ccsc3)o2)c1
    0.4, 1, 95, 6, 101, 101, 5, -1, 11, 15, 6
COc1ccccc1C(=O)Nc1cc2ccccc2oc1=O
    0.3, -16, 100, 20, 99, 100, nt, 2, 61, 14, 2
O=C(O)c1cccc(N2CCCCS2(=O)=O)c1
    -0.4, -11, 94, -2, 102, 95, nt, 4, 8, 12, 0
Cc1ccc(C(=O)c2c[nH]c(C(=O)NCCCN3CCOCC3)c2)cc1
    0.6, -6, 97, 8, 100, 101, -5, -1, 14, 8, 3
Cc1ccc(N2CCN(C(=S)c3ccc(N(C)C)cc3)CC2)cc1
    0.1, -24, 104, -7, 102, 100, nt, -6, 18, 8, 0
O=C(CSc1nc2ccc(Cl)cc2[nH]1)Nc1ccc2c(c1)CCC2
    0.0, -6, 90, 5, 99, 94, 14, 0, 12, 13, 0
COc1ccc(OCCC(=O)NCC23CC4CC(CC(C4)C2)C3)cc1
    0.1, -15, ?, 7, 101, 102, 2, 2, 14, 9, 9
CC(=O)Nc1ccc(NC(=O)c2ccc(CSc3ccccc3)o2)cc1
    0.3, -5, 102, -10, 104, 102, 20, 1, 11, 25, 2
O=C(Nc1ccc(Cl)cc1)Nc1ccc2c(c1)N1CCN=C1S2
    -0.2, -50, 100, -8, 102, 99, nt, -4, 10, 38, -1
Cc1ccc(CNC(=O)c2cccc(-n3cnnn3)c2)cc1
    0.0, -29, 101, -4, 100, 100, 3, -3, 35, 13, 16
Cc1c(NC(=O)NC(=O)c2ccc(F)cc2)c(=O)n(-c2ccccc2)n1C
    0.3, -30, 100, 1, 104, 101, nt, 1, 14, 14, 1
COc1ccc(C(=O)C2CCCN(C(=O)c3cc(C(C)C)no3)C2)cc1F (stereo not given)
    3.3, -34, 104, 4, 104, 104, -12, -3, 16, 7, 13
Cc1ccc(NC(=O)c2nc[nH]c2C(=O)Nc2ccc(C)cc2)cc1
    -0.1, -20, 103, 4, 106, 103, 12, -5, 9, 24, 1
Cc1cc(C)cc(-n2c(C)cc(/C=N/NC(=O)c3ccncc3)c2C)c1
    0.8, -19, ?, 8, 104, 103, -5, -4, 11, 13, 6
CCCC(=O)Nc1cc(-c2nc3ncccc3o2)ccc1C
    0.3, -13, 102, -10, 97, 101, nt, 0, 15, 5, 3
COC(=O)c1ccc(NC(=S)NCCc2ccccc2)cc1
    0.9, -11, nt, 25, nt, nt, nt, -3, 21, nt, 6
CCC(=O)NNc1ncnc2c1cnn2C
    0.4, -18, 97, 6, 102, 100, -14, -2, 16, 10, 3
O=C(c1cc2c(s1)CCC2)N1C(=O)c2ccccc2S1(=O)=O
    -0.2, 19, 98, 18, 99, 97, nt, 0, 13, 8, -1

Taken from above, two compounds:
Results follow in this order: ABCB1 inh, Mcl1-Bid inh, RGS7-Gao reg, Mcl1 Noxa PPI, RGS8-Gao, RGS4-Gao reg, Pf gamet viab, Mcl-1 Bim block, GSH bead fluor, Avidin bead fluor, ABCG2 inh
CCC(=O)NNc1ncnc2c1cnn2C
    0.4, -18, 97, 6, 102, 100, -14, -2, 16, 10, 3
O=C(c1cc2c(s1)CCC2)N1C(=O)c2ccccc2S1(=O)=O
    -0.2, 19, 98, 18, 99, 97, nt, 0, 13, 8, -1
